High-throughput results from PubChem.
PAD4 inh: human PAD4 inhibitors, primary screen, biochemical, fluorescence polarization, 1536-well format. Protein-arginine deiminase type-4 (Homo sapiens), Q9UM07. recombinant PAD4, RCA probe fluorescence polarization. inhibition, % at 6.36 µM. 0.41% of 330,000 active;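 active = percent inhibition above a cutoff equal to the mean of all tested compounds plus 3 SD, cut at about 15% in these data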;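 note: 0% = PAD4 with RCA probe and DMSO and 100% = probe without PAD4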
Target sequence (Q9UM07 whole entry, looked up): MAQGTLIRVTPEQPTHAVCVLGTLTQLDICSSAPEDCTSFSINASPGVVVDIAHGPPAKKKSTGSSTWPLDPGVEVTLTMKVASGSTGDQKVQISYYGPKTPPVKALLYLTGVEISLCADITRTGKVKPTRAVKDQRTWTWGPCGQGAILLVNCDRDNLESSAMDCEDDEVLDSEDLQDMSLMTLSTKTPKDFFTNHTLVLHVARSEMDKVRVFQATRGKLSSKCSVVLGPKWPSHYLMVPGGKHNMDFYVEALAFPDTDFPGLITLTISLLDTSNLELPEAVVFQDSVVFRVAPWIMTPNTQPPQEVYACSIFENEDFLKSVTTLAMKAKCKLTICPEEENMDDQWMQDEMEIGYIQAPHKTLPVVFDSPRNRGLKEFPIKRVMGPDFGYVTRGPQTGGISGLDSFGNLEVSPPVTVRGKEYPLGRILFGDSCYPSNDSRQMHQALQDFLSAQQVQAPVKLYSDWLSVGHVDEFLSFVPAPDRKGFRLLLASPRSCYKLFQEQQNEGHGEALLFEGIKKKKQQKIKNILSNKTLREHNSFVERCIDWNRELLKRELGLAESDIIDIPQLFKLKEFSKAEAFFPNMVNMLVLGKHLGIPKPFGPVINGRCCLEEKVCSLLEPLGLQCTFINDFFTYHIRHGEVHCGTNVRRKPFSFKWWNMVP
GSTO1 counter: inhibitors of recombinant GSTO1, primary screen, counter-screen for RBBP9 inhibitor project, biochemical, fluorescence polarization. inhibition, % at 5.96 µM. Glutathione S-transferase omega-1 (Homo sapiens), P78417. 1.1% of 300,000 active. activity-based probe fluorescence polarization. AID 1974, 2009;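 active = inhibition above the campaign mean inhibition plus 3 SD, cut at about 35% in these data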;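 note: 0% = GSTO1-1 with DMSO and 100% = wells lacking GSTO1-1 enzyme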
PAFAH1B3 inh: PAFAH1B3 enzyme inhibitors, primary screen, biochemical, fluorescence polarization, human | Platelet-activating factor acetylhydrolase IB subunit alpha1 (Homo sapiens), Q15102 | inhibition, % at 3.39 µM | AID 492972, 2010 | 0.28% of 340,000 active | recombinant PAFAH1B3, FP-rhodamine probe;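 active = inhibition above the screen-wide average of all tested compounds plus 3 SD, cut at about 25% in these data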;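 note: 0% = enzyme with DMSO only and 100% = wells lacking PAFAH1B3 protein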
PME-1 inh: PME-1 inhibitors via competitive probe labeling, primary screen, biochemical, fluorescence polarization, FP-Rh probe, HTS. 0.53% of 320,000 active. recombinant PME-1. inhibition, % at 5.9 µM. AID 2130, 2009. Protein phosphatase methylesterase 1 (Homo sapiens), Q9Y570;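 active = inhibition above the campaign mean of all compounds plus 3 SD, cut at about 26% in these data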;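 note: competitive labeling of PME-1 active site by serine hydrolase directed probe; 0% = PME-1 with DMSO and 100% = wells lacking PME-1 enzyme; inhibitors block probe labeling so polarization falls and inhibition rises; many of its hits are not listed in these tables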
LYPLA1 counter: LYPLA1 inhibitors, primary screen, counter-screen for PME1 inhibitor project, biochemical, fluorescence polarization, FP-Rh probe ABPP | Acyl-protein thioesterase 1 (Homo sapiens), O75608 | recombinant LYPLA1 | inhibition, % at 5.9 µM | 0.16% of 320,000 active;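 active = inhibition above the mean of all tested compounds plus 3 SD, set per campaign, cut at about 14% in these data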;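 note: inhibitors block serine hydrolase probe labeling of LYPLA1 so polarization falls; 0% = enzyme with DMSO and 100% = wells lacking LYPLA1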
pPAFAH FP inh: pPAFAH enzyme inhibitors, primary screen, biochemical, fluorescence polarization, human; 1.5% of 330,000 active; inhibition, % at 3.39 µM; AID 463082, 2010; recombinant pPAFAH, FP-rhodamine probe fluorescence polarization; Platelet-activating factor acetylhydrolase (Homo sapiens), Q13093;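 active = inhibition above the mean inhibition across the screen plus 3 SD, cut at about 25% in these data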;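 note: inhibitors block binding of the rhodamine activity-based probe so polarization drops; 0% = enzyme with DMSO and 100% = wells lacking pPAFAH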
PREPL inh: PREPL enzyme inhibitors, primary screen, biochemical, fluorescence polarization; Prolyl endopeptidase-like (Homo sapiens), Q4J6C6; recombinant PREPL, fluorescence polarization activity-based probe; inhibition, % at 5.96 µM; 0.68% of 320,000 active; in the data active = inhibition above about 43%;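 note: 0% = enzyme with DMSO and 100% = wells lacking enzyme; many of its hits are not listed in these tables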
LYPLA2 inh: LYPLA2 inhibitors, primary screen, counter-screen for PME1 inhibitor project, biochemical, fluorescence polarization, FP-Rh probe ABPP | AID 2177, 2009 | 0.38% of 320,000 active | Acyl-protein thioesterase 2 (Homo sapiens), O95372 | inhibition, % at 5.9 µM | recombinant LYPLA2;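 active = inhibition above the screen-wide mean plus 3 SD, limit set per campaign, cut at about 26% in these data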;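 note: 0% = LYPLA2 with DMSO and 100% = wells lacking LYPLA2 enzyme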
Target sequence (O95372 whole entry, looked up): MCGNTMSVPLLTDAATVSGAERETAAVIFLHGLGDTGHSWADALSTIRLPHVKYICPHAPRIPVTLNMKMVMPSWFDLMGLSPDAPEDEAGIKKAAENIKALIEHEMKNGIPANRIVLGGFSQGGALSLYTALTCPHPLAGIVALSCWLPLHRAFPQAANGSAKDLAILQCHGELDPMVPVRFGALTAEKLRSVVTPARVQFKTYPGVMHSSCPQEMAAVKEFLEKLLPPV
PAFAH1B2 FP inh: PAFAH1B2 enzyme inhibitors, primary screen, biochemical, fluorescence polarization, human | Platelet-activating factor acetylhydrolase IB subunit alpha2 (Homo sapiens), P68402 | recombinant PAFAH1B2, FP-rhodamine activity probe | inhibition, % at 3.39 µM | 1.2% of 340,000 active | AID 492953, 2010;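 active = inhibition above the mean of all tested compounds plus 3 SD, cut at about 24% in these data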;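 note: 0% = enzyme with DMSO and 100% = wells lacking PAFAH1B2; many of its hits are not listed in these tables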
* marks the source's active call; other numbers are inactive results; . = not tested or not shown.

SMILES	PAD4 inh	GSTO1 counter	PAFAH1B3 inh	PME-1 inh	LYPLA1 counter	pPAFAH FP inh	PREPL inh	LYPLA2 inh	PAFAH1B2 FP inh
O=C(CSc1nnc(CNC(=O)c2ccco2)o1)Nc1ccc(Br)cc1	1	6	1	-3	-3	6	-16	5	7
O=C(NCCC1CCCCN1S(=O)(=O)c1ccc(F)cc1)C(=O)Nc1ccccc1F (centres undefined)	-4	-1	9	-5	0	3	3	1	2
COc1cc(CC(=O)O)ccc1OCc1ccccc1	2	22	8	-10	-3	-4	8	-4	0
CC(=O)c1ccc(OCC(O)CN2CCN(S(=O)(=O)c3c(C)c(C)cc(C)c3C)CC2)cc1 (centres undefined)	-5	0	4	3	14	-2	-1	19	-5
CC(=O)Nc1ccc(S(=O)(=O)N(C)CCOCc2ccccc2)cc1	-3	7	7	3	4	4	14	1	3
CCCCN(C(=O)NC(=O)C1=C(N2CCOCC2)/C(=C/c2ccccc2)CC1)S(C)(=O)=O	-1	7	5	-6	0	1	0	6	-7
CCOc1ccc(S(=O)(=O)Nc2cc(Sc3ncn[nH]3)c3oc(=O)sc3c2)cc1	18*	47*	.	5	1	33*	26	4	.
CCOC(=O)c1sc(NNC(=O)c2ccc(F)cc2)nc1C	1	-6	-3	0	1	-1	5	-5	-2
O=c1c2[nH]c3ccccc3c2ncn1C1CCCCC1	5	-4	2	2	-3	-2	-7	-2	6
CCN(C(=O)COC(=O)c1nn(-c2ccccc2)c(=O)c2ccccc12)C1CCS(=O)(=O)C1 (centres undefined)	-1	-1	-2	-2	-4	4	-10	-3	0
N#C/C(=C\c1cc([N+](=O)[O-])ccc1Cl)C(N)=O	-2	6	-3	3	2	3	9	5	0
Brc1ccccc1OCCCOc1cccc2cccnc12	-3	1	-3	6	-7	2	-13	4	2
Cc1nn(Cc2c(F)cccc2Cl)c(C)c1[N+](=O)[O-]	0	3	.	3	1	6	-2	5	.
Nc1ncnc2nc(N3CCN(C(=O)c4ccccc4)CC3)[nH]c12	0	2	3	-1	0	-1	14	7	3
CCOC(=O)c1ccc(NC(=O)c2ccccc2)cc1	4	-1	-3	-14	-3	2	4	-4	-3
COc1ccc(C(=O)NC2CCCCCCC2)cc1OC	0	-1	1	-4	-1	4	-2	3	5
COc1ccccc1C1NC(=O)NC(C)=C1C(C)=O (centres undefined)	2	4	0	6	4	3	7	-5	0
CN(C)S(=O)(=O)c1cccc(NC(=O)CSc2nc3ccccc3n2-c2ccccc2)c1	-4	-9	-13	-22	-21	18	-12	-42	-4
CC(=O)n1c(C=Nc2ccc(Cl)cc2)c(O)c2ccccc21	-3	6	9	3	6	0	19	3	4
COc1ccc(C=O)cc1OS(=O)(=O)c1ccc(NC(C)=O)cc1	6	-7	9	2	1	2	1	0	4
COCCCNC(=O)CN1C(=O)/C(=C\c2ccc(C)cc2)Sc2ccccc21	-2	14	1	2	1	9	19	0	2
CC(=O)N1CCN(C(=O)c2ccc3c(c2)S(=O)(=O)c2ccccc2C3=O)CC1	2	4	-2	-3	3	-3	29	32*	5
CCOC(=O)c1c(NC(=S)Nc2ccc(Cl)cc2)sc2c1CCN(C)C2	-8	-15	4	-7	-7	2	39	-7	4
CN1CCN(c2nc(NCCOC34CC5CC(CC(C5)C3)C4)nc(OCC(F)(F)F)n2)CC1	0	1	5	-4	-3	1	18	0	6
O=C(O)c1ccc(CNCc2cc(Cl)ccc2O)cc1	-2	.	13	0	3	1	7	3	2
Cc1ccc(C)n1-c1ccc(C(=O)N/N=C/c2ccncc2)cc1	1	-11	1	0	0	6	5	-4	1
COC(=O)COc1ccc(S(=O)(=O)NCc2ccco2)cc1	-4	-1	2	-3	-2	4	-4	-3	4
Cc1ccc(-c2nc(-c3ccccn3)sc2CC(=O)O)cc1	-4	-7	4	-2	-2	-1	20	4	1
COCCNC(=O)c1cccc(Nc2nc(-c3ccccc3)c3cc(Cl)ccc3n2)c1	-4	-10	-17	-7	-15	10	4	-18	-1
O=C(CSc1ccc(S(=O)(=O)N2CCOCC2)cn1)Nc1ccc(OC(F)F)cc1	5	.	-9	-6	2	-1	12	5	1
CC(=O)c1ccc2c(c1)OCCOCCOc1ccccc1OCCOCCO2	1	0	6	6	1	-2	-5	2	6
Cc1ccc(C(=O)NCC(=O)Nc2cc(C)ccn2)cc1	-4	16	4	-7	-2	-3	-6	-7	-2
Cc1cc2ncc(S(=O)(=O)c3ccccc3)c(N)n2n1	-4	9	8	-2	-2	-5	19	-3	4
O=C(COC(=O)C1CCN(c2ccc(C(F)(F)F)cn2)CC1)c1ccccc1	-6	-2	0	-1	2	-4	-3	7	0
COCCNC(=O)c1c(N)n(-c2ccccc2)c2nc3ccccc3nc12	-17	6	12	-5	0	-7	10	-8	5
COc1ccc(C/C(N)=N/OC(=O)Cc2ccccc2)cc1	3	-6	1	-7	0	2	3	12	0
CN(Cc1cccc(F)c1)C(=O)c1ccc(S(=O)(=O)N2CCOCC2)cc1	-2	.	1	-4	-1	1	1	6	-3
COC(=O)c1cccn(CC(=O)c2ccc(Cl)cc2)c1=O	1	6	6	-2	-3	-2	-40	-2	3
CCC(C)NC(=S)N1CCN(Cc2ccc3c(c2)OCO3)CC1 (centres undefined)	-2	4	3	-1	1	-5	9	-4	1
COC(=O)/C=C1\N/C(=N\c2nc(C)cc(C)n2)N(c2ccc(C)c(C)c2)C1=O	-4	0	9	-1	1	3	-5	4	0
COc1cc(C)ccc1OCCOc1cc(C)ccc1Cl	-3	1	1	-4	-3	-1	9	1	1
COc1cccc2cc(C(C)N(CCCN3CCOCC3)C(=S)Nc3ccccc3C)oc12 (centres undefined)	1	-3	-2	-4	-4	1	-2	-17	2
Cc1nc2c(C(=O)N3CCN(C)CC3)cnn2c(C)c1Cc1ccc(Cl)cc1	4	6	4	-3	9	2	18	5	1
Cc1nc(Cl)c(N=Cc2cccc([N+](=O)[O-])c2)c(Cl)n1	-2	3	2	-1	0	-1	1	-5	1
CC(=O)c1c(C)n(C)c2ccc(OC(=O)c3ccc([N+](=O)[O-])cc3)cc12	1	1	-5	1	-2	3	15	-2	-5
Cc1ccc(-n2ncc3c(SCc4ccccn4)ncnc32)c(C)c1	-4	3	15	4	-1	3	5	7	3
O=C(CCN1C(=O)C2C3C=CC(C3)C2C1=O)NC1CCCc2ccccc21 (centres undefined)	2	1	5	3	9	-1	8	7	2
O=C(O)COc1ccc(/C=C2/SC(=S)N(Cc3ccccc3)C2=O)cc1	-10	-7	9	-9	-7	54*	-28	-12	4
O=C(NCc1ccc2c(c1)OCO2)c1ccc(Cl)s1	2	0	1	-3	2	7	5	2	1
Cc1cccc(/C(N)=N/OC(=O)c2cccnc2)c1	-4	1	6	-5	-4	2	6	-6	-3
O=[N+]([O-])c1nn(-c2ccc(Cl)cc2)n(O)c1=NCc1ccncc1	-3	10	5	-1	1	-3	0	-4	1
CSc1nc(-c2ccccc2)c(C#N)c(=O)n1C	-6	9	8	-2	1	0	8	-1	1
CN(C)/C=N/c1sc2c(c1C(N)=O)CCCC2	-2	2	8	0	2	1	8	8	5
OC1COC(OCc2ccccc2)C(O)C1O (centres undefined)	-1	-2	3	-3	1	3	-2	7	1
Cc1ccn2cc(CCNC(=O)Cc3cccs3)nc2c1	-1	0	-3	-3	-4	-3	8	1	2
Cc1ccccc1C(=O)NC1CCN(CC(=O)Nc2ccc(N(C)C)cc2)CC1	3	3	9	2	0	3	11	3	2
Cc1cccc(N2CCN(S(=O)(=O)c3cccc4nonc34)CC2C)c1 (centres undefined)	1	4	11	-1	-2	0	-1	-2	6
COc1cc2c(cc1[N+](=O)[O-])n(C(C)C)c(=O)n2C(C)C	-2	8	5	-1	-3	-3	6	1	-2
COc1cccc(CNC(=O)CCCCCNC(=O)N2CCn3c2nc2ccccc23)c1	-2	-8	7	0	2	4	6	3	0
COc1cc(NC(=O)CSc2nnc3ccc(-c4cccnc4)nn23)cc(OC)c1	3	7	6	-4	-2	0	2	-4	3

(more compounds)
SMILES	PAD4 inh	GSTO1 counter	PAFAH1B3 inh	PME-1 inh	LYPLA1 counter	pPAFAH FP inh	PREPL inh	LYPLA2 inh	PAFAH1B2 FP inh
O=C(CSc1nnc(NC(=O)C2CC2)s1)Nc1ccc(F)cc1F	-2	0	-7	3	-2	5	3	3	-1
COc1ccc(-c2c(-c3cccc(C)c3)oc3ccc(-c4ccc5c(c4)OCO5)cc23)cn1	3	-1	-1	0	3	-3	16	1	-5
Cc1cc(C(=O)CSc2nnc(-c3ccccc3)n2Cc2ccc3c(c2)OCO3)c(C)n1C	0	1	5	3	2	-6	8	-11	3
O=c1c2cnn(-c3ccc(F)cc3)c2ncn1Cc1ccccc1	-1	-1	2	2	0	4	11	-1	3
CCC(C)[C@H](NC(=O)NCCC1=CCCCC1)C(=O)OC (some centres undefined)	-3	3	1	3	1	0	7	7	2
CCCCc1nc2cc(C(=O)N3CCCC3)ccc2o1	-2	8	8	1	5	6	-1	5	-1
COc1ccc(N(C(C)C(=O)NCc2ccco2)S(C)(=O)=O)cc1 (centres undefined)	-1	-6	2	1	-2	1	7	2	-3
O=C(NC1CSC/C1=N\O)c1ccccc1 (centres undefined)	3	0	6	4	1	2	-8	-2	6
CCC1C(=O)C(C)(C)C(=O)OC1c1ccc([N+](=O)[O-])cc1 (centres undefined)	1	-4	5	-7	0	-1	-8	4	3
Cc1cc(C(=O)N/N=C/c2cccc(Cl)c2Cl)no1	0	3	3	4	-2	-4	-19	-10	0
O=C(Nc1cccc2ccccc12)/C(=C\c1cccc([N+](=O)[O-])c1)NC(=O)c1cccs1	-4	2	0	-14	-8	-5	-1	-17	0
CCCCNC(=O)n1c(=O)oc2ccc(Cl)cc21	5	4	2	-1	-4	7	-1	1	7
CCNc1cc(N2CCCC2)ccc1[N+](=O)[O-]	-4	1	-5	-1	-2	-3	11	-3	1
COc1ccc(-c2oc3c4c(cc(OC)c3c(=O)c2CC=C(C)C)OC(C)(C)C=C4)c(OC)c1	-1	-4	.	-2	-8	4	7	-13	.
COc1ccc(/C=C2/SC(=O)N(CC(=O)Nc3cc(C)on3)C2=O)cc1OC	-3	5	7	1	3	2	0	-5	-2
O=C(c1ccc2c(c1)OCCO2)N1CCN(Cc2c(F)cccc2Cl)CC1	-1	.	18	6	-1	8	7	-5	3
Cc1cc(=O)oc(C)c1C(=O)Nc1cccnc1Cl	-4	2	8	-3	2	4	8	2	4
Cc1c(C(=O)NCc2cccnc2)oc2ccc(S(=O)(=O)N3CCCC(C)C3)cc12 (centres undefined)	5	-5	8	-1	-2	4	-16	2	1

A portion of the library, so the mix of outcomes need not match the whole.
